From PubChem BioAssay
Shn3 3UTR inh: reduction of Shn3 3'UTR firefly luciferase signal, primary screen, Schnurri-3 inhibitor project, cell-based, Clone20 osteoblasts, set 2. inhibition, % at 12.5 µM. 360,000 compounds, 0.52% hits. Clone20 osteoblast Shn3 3'UTR firefly luciferase, 24 h. AID 588674, 2011;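 active = mean inhibition of at least 75% with every replicate also reaching 75%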;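 also: 0% = median of neutral control wells and 100% = pilot-screen positive control compound; some compounds past the cut are filed as inactive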
aDG glyco up: activators of alpha-DG glycosylation, primary screen, uHTS, Pro5-aDG cells, AlphaScreen | activation, % at 10 µM | alpha-DG glycosylation AlphaScreen (IIH6); 0% Pro5, 100% B10-LARGE cell signal | 360,000 compounds, 0.22% hits | AID 624168, 2012;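 active = activation of at least 8% versus controls, or a plate z-score of at least 8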;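 also: Pro5 are CHO cells carrying HIG-tagged alpha-DG that lacks glycosylation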
hiPSC survival: enhancers of single-cell hiPSC survival, primary screen, ATPlite luminescence; 100% = ROCK inhibitor wells, 0% = DMSO; survival enhancement, % at 20 µM; 360,000 compounds, 0.044% hits; AID 602274, 2012; in the data active = survival enhancement above about 18%;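 also: cells exposed to compounds for 16 hours before the ATP read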
MITF TRPM1 inh: inhibitors of MITF-dependent TRPM1 promoter reporter, primary screen, cell-based, SK-MEL-5, single point, luciferase | SK-MEL-5 TRPM1 promoter luciferase, 24 h | inhibition, % at 12.5 µM | 330,000 compounds, 0.83% hits;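 active = mean inhibition across replicates of 60% or more, whatever share of single replicates reaches that level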; also: values of inactives mirror those of a sister screen read the other way
HIF-2a inh: HIF-2a reporter inhibitors, primary screen, luminescence, 786-0 RCC cells. 786-0 RCC cells HIF-2a reporter, luciferase luminescence, overnight. inhibition, % at 18.8 µM. 360,000 compounds, 0.72% hits;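 active = inhibition of the luminescence signal of 40% or more relative to plate controls, in a single-dose primary screen at 18.75 µM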
NR2E3 ag-1: NR2E3 agonists in two-hybrid cells, primary screen, cell-based, luminescence, CHO-S, Gal4-NCOR/VP16-NR2E3; AID 602229, 2012; Photoreceptor-specific nuclear receptor (Homo sapiens), Q9Y5X4; luciferase; inhibition of corepressor binding, % at 3.98 µM; 360,000 compounds, 0.35% hits;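 active = inhibition above the mean of all tested compounds plus 3 SD, cut at about 70% in these data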;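 also: 0% = DMSO with NR2E3 transfected cells and 100% = cells lacking NR2E3 construct; higher means lower luciferase signal from less NR2E3 corepressor binding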
Target sequence (Q9Y5X4 whole entry, looked up, the tested form may be a part): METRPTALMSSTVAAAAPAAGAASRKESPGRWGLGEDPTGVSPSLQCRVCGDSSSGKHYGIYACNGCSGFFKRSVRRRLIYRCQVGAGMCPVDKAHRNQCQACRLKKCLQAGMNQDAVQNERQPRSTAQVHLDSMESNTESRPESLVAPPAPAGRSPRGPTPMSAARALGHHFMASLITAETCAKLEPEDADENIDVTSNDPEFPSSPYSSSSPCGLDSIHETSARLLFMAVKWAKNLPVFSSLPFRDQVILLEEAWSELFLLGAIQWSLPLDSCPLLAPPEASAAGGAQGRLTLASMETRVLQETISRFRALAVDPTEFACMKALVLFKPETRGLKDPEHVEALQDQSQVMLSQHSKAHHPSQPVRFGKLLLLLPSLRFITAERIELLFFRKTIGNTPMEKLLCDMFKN
CF NFkB block: inhibitors of PAF-induced NF-kB signaling, primary screen, cell-based, GFP fluorescence, uHTS; KKLEB NF-kB-GFP reporter, GFP fluorescence overnight; inhibition, % at 5 µM; 360,000 compounds, 0.86% hits; AID 588850, 2011;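 active = at least 50% inhibition at 5 µM, scaled per plate between neutral and stimulator controls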;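 also: PAF is a Pseudomonas aeruginosa culture filtrate used as stimulus; plate controls were PAF-stimulated DMSO wells for no effect and unstimulated DMSO wells for full effect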
TWEAK Fn14 block: inhibitors of TWEAK-Fn14 signaling, primary screen, luciferase reporter cells, uHTS; inhibition, % at 10 µM; TWEAK-stimulated Fn14 reporter cells, luciferase luminescence, 8 h; 360,000 compounds, 2% hits; in the data active = inhibition above about 50%
NR2E3 ag-2: inhibitors of NR2E3-RetCOR corepressor binding, primary screen, NR2E3 agonist project, biochemical, TR-FRET, GST-NR2E3, biotin-RetCOR; AID 2300, 2010; 1536-well; Photoreceptor-specific nuclear receptor (Homo sapiens), Q9Y5X4; inhibition of corepressor binding, % at 4.78 µM; 320,000 compounds, 0.12% hits;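 active = percent inhibition above the cutoff of mean plus 3 SD of all tested compounds, set per screening campaign, cut at about 20% in these data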;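 also: 0% = DMSO wells and 100% = biotin wells as full block of FRET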
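Material: NR2E3–RetCOR corepressor complex / Amount: 1.35 nM GST-NR2E3 / Medium: Tris pH 7.5 / Compound: single nominal compound dose of 4.8 µM / Incubation: 5 h at 4 °C / Technique: TR-FRET, Eu(K)-anti-GST donor, streptavidin-D2 acceptor, ex 340, em 617/671 nm / Read-out basis: percent loss of FRET ratio relative to control wells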
Peg3 promoter: Peg3 promoter-driven luciferase inhibitors, primary screen, cell-based, HeLa, luciferase luminescence. inhibition, % at 20 µM. 360,000 compounds, 1.7% hits. HeLa PEG-Prom luciferase reporter, overnight;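 active = inhibition of at least 50% at 20 µM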
KKLEB tox: cytotoxicity in KKLEB CF airway cells, primary screen, cytotoxicity control for CF NF-kB inhibitor project, cell-based, uHTS, fluorescence assay plates; 360,000 compounds, 0.36% hits; KKLEB CF airway cells viability, ATPlite luminescence, overnight; stronger effect = lower value; cells stimulated with P. aeruginosa culture filtrate; activity change (cytotoxicity), % at 5 µM;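 active = corrected activity change at or below -50% at 5 µM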
* = called active by the depositor; / = not tested or not shown; & = joins results of further samples.

SMILES	Shn3 3UTR inh	aDG glyco up	hiPSC survival	MITF TRPM1 inh	HIF-2a inh	NR2E3 ag-1	CF NFkB block	TWEAK Fn14 block	NR2E3 ag-2	Peg3 promoter	KKLEB tox
O=[N+]([O-])c1ccc(C2=NN(c3ccccc3)C(c3ccco3)C2)cc1 (centres undefined)	3	0.0	0.1	-12	-89	-14	-203	-21	/	-40	11
COC(/C=C/Nc1ccc(C)c(C)c1)=C(C#N)C#N	3	-0.1	3.3	4	16	-19	-5	3	0	-2	-3
O=C(O)c1cccc(-c2csc(C(O)c3cccc(Cl)c3)n2)c1 (centres undefined)	-23	-0.3	-1.0	/	-77	-79	-2	-11	/	-156	6
COc1ccc(Cl)cc1NC(=O)CCNC(=O)OCc1ccccc1	12	0.2	-0.8	-4	-5	-5	-7	-6	0	-6	-4
COc1ccc(NC(=O)c2cccnn2)cc1	-34	-0.2	0.4	/	-67	-43	6	-28	1	-100	14
O=C(NCCc1ccccc1)N1c2ccccc2Sc2ccccc21	20	0.2	-0.4	-3	28	1	12	-2	-1	37	-9
CCOC(=O)C1C(=O)CC(C)(O)C(C(=O)OCC)C1c1ccc(OCC)cc1 (centres undefined)	-1	0.0	4.7	-3	5	1	10	-8	-1	2	0
NC(=O)Cn1nnc(-c2ccc(C(F)(F)F)cc2)n1	14	-0.3	0.5	-8	-7	-28	-4	-14	1	-8	7
CCOC(=O)C(NC(=O)NCc1ccc(F)cc1)(OCC)C(F)(F)F (centres undefined)	-9	-0.1	-0.2	8	12	18	2	5	-3	11	5
NNC(=O)CNC(c1ccccc1)c1cc(Br)ccc1NC(=O)c1ccccc1Br (centres undefined)	-6	-0.1	5.3	6	7	-3	-9	7	1	-6	2
CC1(C(=O)NCCOc2ccccc2Cl)CC1(Cl)Cl (centres undefined)	-2	-0.1	0.8	0	-19	8	4	-4	1	-8	0
COc1ccc2nc(-c3ccc(N)cc3)[nH]c2c1	23	-0.2	-2.9	32	70*	-80	-22	21	-4	-117	6
Cc1ccc(-c2cc(C(F)F)nc(NCC3CCCO3)n2)cc1 (centres undefined)	0	0.3	0.6	-18	-73	2	-9	-8	1	-51	-2
CCN1CCN(S(=O)(=O)c2ccc(Br)s2)CC1	11	-0.3	0.3	-5	26	-62	9	2	0	2	12
CC(=O)Nc1ccc(NC(=O)C(C)OC(=O)C2CCN(S(=O)(=O)c3ccccc3C(F)(F)F)CC2)cc1 (centres undefined)	3	0.0	-0.4	-16	0	2	9	5	/	9	10
c1ccc(CNc2c(-c3cccc(SC4CCCCC4)c3)nc3ccccn23)cc1	90*	1.4&0.1	0.8&-2.1	5	-180&-156	-33&-34	17	16&-10	/	86*	-17
COc1ccc(C(CNC(=O)CN2C(=O)NC3(CC(C)CC(C)(C)C3)C2=O)N2CCOCC2)cc1 (centres undefined)	5	0.2	0.4	1	15	-33	8	7	-2	0	6
COc1cc(OC)cc(C(=O)NC(=S)Nc2ccc(NC(=O)c3ccco3)cc2)c1	-11	-0.1	-1.1	17	6	12	4	-15	-2	6	-3
CCOC(=O)Cn1cnc2scc(-c3ccc(C)cc3)c2c1=O	-4	-0.1	-0.1	1	34	5	-5	6	-1	19	7
Cc1ccc(-c2csc(C(C)(O)c3cccc(F)c3)n2)cc1C (centres undefined)	-11	-0.1	-0.9	/	-6	0	-33	12	/	2	-4
O=C(COC(=O)c1cc(S(=O)(=O)N2CCOCC2)ccc1Cl)NCc1ccco1	-29	0.3	-0.3	1	1	-29	-6	9	-1	4	-15
COc1ccc2c(c1)-c1nc(NC(=O)c3cccs3)sc1CC2	0	0.2	11	-19	-178	-43	-4	-5	1	-151	8
Cc1ccc2c(c1)N(CC(=O)Nc1ccc3c(c1)OCCO3)C(=O)CO2	28	0.0	0.0	-5	-25	-11	8	24	2	4	-8
CCS(=O)(=O)c1ccc(O)c(NC(=O)/C=C/c2ccccc2)c1	-13	-0.8	0.3	-10	-114	-49	18	-3	2	-105	3
COc1ccc(NC(=O)CCS(=O)(=O)c2ccc3c(c2)oc(=O)n3C)cc1OC	-2	0.3	-0.2	1	7	-18	12	17	0	-18	3
CCN(CC)c1nc(NN)nc(Nc2ccc(C)c(Cl)c2)n1	4	0.0	0.1	14	12	20	9	18	0	4	-2
COCCn1c(N2CCN(c3ccccc3)CC2)nc2c1c(=O)n(C)c(=O)n2C	39	0.4	0.7	7	3	-10	-25	-3	-1	35	9
Cc1cnc(C(=O)NCCc2ccc(Cl)cc2)cn1	-49	0.0	0.1	-66	-179	-72	-16	-16	/	-272	18
O=C(CSC1=NCCS1)NCc1ccco1	-7	0.6	-1.1	0	4	-5	-4	-4	-4	-9	-1
CC(=O)Nc1ccc(S(=O)(=O)N2CCN(C(=O)c3ccco3)CC2)cc1	7	0.0	0.7	5	10	-12	1	21	-1	-8	10
COc1ccc(Nc2cc(C(=O)N3CCc4ccccc4C3)c3ccccc3n2)c(OC)c1	7	-0.3	-0.7	9	-62	8	-18	26	-2	3	-4
COc1ccc(NC(=O)CCCNC(=O)Cn2cnc3sc(C)c(C)c3c2=O)c(OC)c1	20	0.1	0.3	6	-2	-15	3	9	2	7	12
CN(C)S(=O)(=O)c1cc(NC(=O)CN2CCNC(=O)C2)ccc1Cl	18	-0.4	-1.5	-3	15	-30	-2	-3	2	-3	-4
O=C(COC(=O)c1cc(S(=O)(=O)Nc2ccccc2Cl)ccc1O)Nc1ccc(F)c(F)c1F	1	-0.2	2.1	-13	12	-5	-2	-13	/	-4	-11
O=C(Nc1cccc2ccccc12)c1ccccc1Cl	-39	0.0	1.0	-5	-73	-6	-8	3	1	-48	11
COc1cccc(NC(=O)[C@H](Cc2c[nH]c3ccccc23)NC(=O)[C@@H]2Cc3ccccc3CN2)c1	-2	0.2	-0.9	16	-48	11	-18	-54	1	-28	8
CC(C)CC1Nc2ccc(C(=O)NCCCN3CCOCC3)cc2NC1=O (centres undefined)	-2	-0.1	-0.6	1	5	9	-6	26	-3	-1	-10
COc1cc(/C=C2/C(=N)N3C=CSC3=NC2=O)ccc1OCCCOc1cc(C)ccc1C	46	0.2	0.4	13	-13	-32	-6	-53	2	7	4
COc1ccc(Br)cc1S(=O)(=O)n1ccnc1	18	-0.1	1.4	11	6	12	-2	-8	-1	-3	-2
Clc1cccc(OCCCCN2CCCCC2)c1	0	-0.1	0.0	12	22	3	-20	3	2	13	1
N#CCCn1cc(C(N)=O)c(-c2ccc3ccccc3c2)n1	-1	-0.2	1.1	-11	1	-22	7	-5	5	-2	1
CN(C)c1ccc(NC(=O)Oc2ccccc2)cc1	-2	0.0	-0.4	-8	-80	-75	15	9	-9	-24	-3
CCC(=O)N1CCC1(C)C(=O)Nc1cc(OC)ccc1OC (centres undefined)	15	-0.1	-0.4	/	7	-19	-9	9	/	9	-5
O=C(COc1ccc2c(-c3ccccc3)cc(=O)oc2c1)Nc1ccc(CN2CCOCC2)cc1	31	-0.2	-0.5	-3	-21	-44	-27	-40	-5	3	-1
CCOC(=O)N1CCN(C(=O)c2ccccc2NC(=O)c2ccc(Br)cc2)CC1	-3	0.1	-0.8	8	-21	-15	11	7	-1	0	-14

Some of the entries so far, with two lines to a compound:
Each structure is followed by: Shn3 3UTR inh	aDG glyco up	hiPSC survival	MITF TRPM1 inh	HIF-2a inh	NR2E3 ag-1	CF NFkB block	TWEAK Fn14 block	NR2E3 ag-2	Peg3 promoter	KKLEB tox
CCC(=O)N1CCC1(C)C(=O)Nc1cc(OC)ccc1OC (centres undefined)
    15	-0.1	-0.4	/	7	-19	-9	9	/	9	-5
O=C(COc1ccc2c(-c3ccccc3)cc(=O)oc2c1)Nc1ccc(CN2CCOCC2)cc1
    31	-0.2	-0.5	-3	-21	-44	-27	-40	-5	3	-1
CCOC(=O)N1CCN(C(=O)c2ccccc2NC(=O)c2ccc(Br)cc2)CC1
    -3	0.1	-0.8	8	-21	-15	11	7	-1	0	-14

Additional structures follow:
SMILES	Shn3 3UTR inh	aDG glyco up	hiPSC survival	MITF TRPM1 inh	HIF-2a inh	NR2E3 ag-1	CF NFkB block	TWEAK Fn14 block	NR2E3 ag-2	Peg3 promoter	KKLEB tox
COc1ccc2[nH]c3c(c2c1)CCN1C(=O)C(CC(=O)NCCc2ccccn2)C[C@H](C(=O)N2CCCCC2)[C@@]31CCc1ccccc1 (some centres undefined)	8	0.1	2.6	6	7	-12	21	7	/	6	-13
O=C(Nc1cccc([N+](=O)[O-])c1)c1cc(S(=O)(=O)Nc2ccccn2)ccc1Cl	16	-0.3	-0.3	-1	4	-27	3	10	-2	14	-6
CC(=O)N1CCN(c2c(F)c(F)c(C(F)(F)F)c(F)c2F)CC1	22	0.6	-1.0	-10	16	28	20	-2	/	1	5
CCOC(=O)c1c(NC(=S)Nc2ccc(Cl)cc2)sc(C)c1C	-47	-0.1	-2.0	2	-1	-6	6	4	/	14	-4
CCCc1ccc2oc(C(=O)NCCc3cnn(C)c3)c(C)c2c1	-84	1.8	0.0	-67	-236	-78	4	-21	2	-331	-2
COc1cc(-c2nc3ccccn3c2/N=C/c2ccc(F)cc2)ccc1O	-2	0.0	2.7	0	-1	-5	-8	4	-10	-8	8
Cc1ccc(-c2cc(C(F)(F)F)nc(SCC(=O)c3cccc([N+](=O)[O-])c3)n2)cc1	18	0.1	-0.6	-13	-37	-16	1	-2	3	10	-2
Cc1ccc(NC(=O)/C(Cl)=C\c2ccccc2)cc1	-14	0.2	-0.7	-41	-250	-97	-4	42	0	-141	-13
COc1ccc(Nc2ncc(C(=O)N3CCN(c4ccc(F)cc4)CC3)c3ccccc23)cc1	71	0.0	-3.1	9	7	17	24	53*	6	59*	-20
CCCOP(=O)(OCCC)c1c([N+](=O)[O-])cc(C(F)(F)F)cc1[N+](=O)[O-]	-13	0.5	0.1	17	28	-4	-3	17	3	4	-4
CC(C)Oc1ccc(C(=O)NCc2cccs2)cc1	-46	0.1	-2.1	-48	-168	-88	-6	-21	0	-184	6
O=S1(=O)CC(N2CCN(c3ccccn3)CC2)CN1Cc1ccc(F)cc1 (centres undefined)	11	0.2	3.1	/	-2	9	-15	-9	/	11	-17
CCOc1ccc(NC(=O)N2CCc3ccccc3C2)cc1	-47	0.2	-0.2	-30	-187	-34	-2	-22	2	-161	-6
Cc1cc(OC(=O)c2ccccc2C(F)(F)F)c([N+](=O)[O-])c(=O)[nH]1	-20	-0.3	4.4	/	14	0	-26	4	0	9	-8
